Bioassay records deposited in PubChem BioAssay by several laboratories.
NTR1 ag = NTR1-driven beta-arrestin-GFP spot formation – imaging, U2OS cells, high content, primary screen (AID 493036); agonist mode; 330,000 compounds, 0.17% hits; activation, % at 20 µM; P30989;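 active = activation at or above 40% of the spot to cytoplasm intensity ratio, with at least 20 cells analyzed; inconclusive = wells under 20 cells, flagged as cytotoxic or low count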;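 also: 0% = DMSO without peptide and 100% = 100 nM NTR1 peptide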
Target sequence (P30989 whole entry, looked up): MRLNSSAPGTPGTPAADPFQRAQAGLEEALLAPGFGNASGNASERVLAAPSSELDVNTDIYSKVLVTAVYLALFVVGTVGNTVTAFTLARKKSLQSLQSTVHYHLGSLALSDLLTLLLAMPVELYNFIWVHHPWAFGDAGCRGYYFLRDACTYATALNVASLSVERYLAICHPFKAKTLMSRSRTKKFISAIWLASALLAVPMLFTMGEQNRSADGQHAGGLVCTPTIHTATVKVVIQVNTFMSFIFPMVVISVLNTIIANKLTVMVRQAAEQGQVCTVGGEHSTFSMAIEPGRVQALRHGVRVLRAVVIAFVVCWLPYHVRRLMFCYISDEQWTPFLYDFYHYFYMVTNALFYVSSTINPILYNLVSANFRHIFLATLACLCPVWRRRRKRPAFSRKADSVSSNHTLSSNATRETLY
MgcRacGAP inhibition = MgcRacGAP GTPase-activating activity inhibitors, confirmation, biochemical, ADP Hunter fluorescence; one-dose inhibition, % at 30 µM; IC50 in µM for titrated hits; 340,000 compounds, 0.6% hits; MgcRacGAP-stimulated Rac1 GTP hydrolysis, ADP Hunter fluorescence; higher % means a stronger effect; GST-tagged Rac1 F28L mutant substrate;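 active = first-screen hits whose inhibition reached a set limit at any dose in the follow-up dose series; inconclusive = inhibition above the set first-screen limit but never retested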;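 also: fluorescence reports GDP produced by GAP-driven GTP hydrolysis; strong numbers were not always called active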
NS5 inhibitors = flavivirus cap methylation enzyme inhibition – biochemical, confirmation dose response, primary screen (AID 588689); Dengue-2 NS5 methyltransferase capping enzyme assay, biochemical; higher % means a stronger effect; inhibition, % at 25 µM, or IC50 in µM where a hit was titrated; 340,000 compounds, 0.3% hits; in the data active = a potency from the dose series; inconclusive = inhibition above about 29% without an active follow-up result
Large T inhibition = TAg ATPase/helicase activity blockers – biochemical (AID 1903) | SV40 large T antigen ATPase/helicase inhibition assay; higher % means a stronger effect | one-dose inhibition, % at 20 µM; IC50 in µM for titrated hits | 310,000 compounds, 0.39% hits; in the data active = a potency from the dose series; inconclusive = inhibition mostly from about 32% at the one dose, without a potency; inactive = the rest, 99 in 100 with inhibition below about 32%; also: strong numbers were not always called active
UTI89 phage lysis = inhibition of K1F phage lysis, E. coli UTI89, bacterial capsule biogenesis inhibitors, alamar blue (AID 488966); E. coli UTI89 K1F phage lysis, alamar blue, 2 h; higher % means a stronger effect; inhibition, % at 100 µM; hits with a dose series show IC50 in µM; 340,000 compounds, 0.02% hits;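 active = phage lysis inhibition, versus mean bacterial control, above a set limit; inconclusive = no clear call, values can overlap the other calls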;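 also: capsule biogenesis inhibitors block K1F phage lysis so surviving cells raise fluorescence; higher fluorescence means more inhibition of phage lysis; actives were called in the ten point dose series up to 300 µM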
RSV CPE inhibition = RSV antiviral activity via CPE protection, HEp-2 cells, primary 10 µM value included (AID 2391); HEp-2 cells, RSV-induced CPE inhibition; higher % means a stronger effect; CPE inhibition, % at 10 µM; hits with a dose series show IC50 in µM; 310,000 compounds, 0.13% hits; in the data active = a potency from the dose series; inconclusive = CPE inhibition mostly from about 23% at the one dose, without a potency; inactive = the rest, 99 in 100 with CPE inhibition below about 21%; also: strong numbers were not always called active
West Nile antiviral = inhibition of WNV-induced cytopathic effect – cell-based, CPE readout (AID 1621) | 290,000 compounds, 0.02% hits | CPE inhibition, % at 10 µM, or IC50 in µM where a hit was titrated | West Nile virus-infected cells, CPE inhibition; higher % means a stronger effect; in the data active = a potency from the dose series; inconclusive = CPE inhibition mostly from about 3.7% at the one dose, without a potency; inactive = the rest, 99 in 100 with CPE inhibition below about 2.2%; also: strong numbers were not always called active
T cell HTS = T cell immune modulation candidate; 2C CD8+ T cell-vesicle binding, flow cytometry; stronger effect = lower value; calls only at 7 µM; 330,000 compounds, 0.068% hits; AID 2052;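 active = response, share of CD8 T cells binding vesicles, and their 90th percentile fluorescence all below set limits, cut at about 80% in these data, passing the limit was not always enough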
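Also added: QL9-peptide-loaded Drosophila micro-vesicles bearing Ld, ICAM-1 and B7-1; Test system: purified 2C TCR transgenic mouse naive CD8+ T cells; Measured by: cytometric PE anti-B7-1 and Alexa647 anti-CD8 signals after 1% paraformaldehyde fixation; Timing: binding step 1.5 h, 37 °C, antibody labelling 20 min, ice.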
PhoP inhibition = inhibitors of PhoP regulon expression, primary screen, Salmonella Typhimurium, GFP reporter (AID 1863) | S. Typhimurium PhoP-regulated promoter GFP reporter, 4 h; higher % means a stronger effect | inhibition, % at 50 µM; hits with a dose series show IC50 in µM | 300,000 compounds, 0.16% hits;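 active = inhibition over 29.93%, a cutoff 3 SD above the screen mean, later confirmed by dose response; inconclusive = inhibition over 29.93% but no dose response follow-up; inactive = inhibition at most 29.93% or unconfirmed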;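 also: 0% = low Mg2+ inducing control and 100% = high Mg2+ repressing control; strong numbers were not always called active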
T cell HTS vesicle-bound % = further read-out of T cell HTS, marked with its call; double positive events, %; measured here: CD8+ vesicle-bound cell fraction;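 binding gate set so that unloaded-vesicle control wells show 10% double positive cells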
NTR1 ag cell count 20 µM = second read-out of NTR1 ag, no call of its own (marks repeat the call); cell count; measured here: cell count, cytotoxicity flag
Active calls of the source: *; i = inactive; ? = inconclusive; · = no result given; [ ] = dose if it differs, or a comment. Rows were taken by chance; any-hit rate near 1.5%.

SMILES	NTR1 ag	NTR1 ag cell count 20 µM	MgcRacGAP inhibition	NS5 inhibitors	Large T inhibition	UTI89 phage lysis	RSV CPE inhibition	West Nile antiviral	T cell HTS	T cell HTS vesicle-bound %	PhoP inhibition
O=C(Nc1ccncc1)Nc1ccc(F)c(Cl)c1	2.0	42	1%	-16%	7%	1.1%	8.2%	-0.8%	i	8	1%
COc1ccc([N+](=O)[O-])cc1NC(=O)c1ccccc1N(C)S(C)(=O)=O	-1.4	87	-5%	2%	10%	0.1%	-0.3%	-0.5%	i	34	-38%
CCC(=O)N1CCN(c2cc(N3CCN(C)CC3)c(F)cc2[N+](=O)[O-])CC1	-0.4	40	11%	-5%	28%	2.5%	1.1%	-0.2%	i	32	-8%
Cc1ccc(C2/C(=C(\O)c3ccc4c(c3)OCCO4)C(=O)C(=O)N2Cc2cccnc2)cc1 (centres undefined)	0.4	63	7%	-5%	7%	0.0%	2.2%	0.1%	i	22	3%
CN(CCCCCCN(C)Cc1ccccc1O)Cc1ccccc1O	-0.5	48	74µM*	0%	10%	-0.2%	-1.0%	0.7%	i	60	-4%
COc1ccccc1CC(=O)N1CCN(c2ccccc2F)CC1	0.8	63	3%	·	10%	-0.9%	4.7%	-0.3%	i	63	-2%
CC[C@H](C)[C@H](NC(=O)[C@H](Cc1ccc(O)cc1)NC(=O)[C@@H](N)C(C)C)C(=O)N[C@@H](Cc1cnc[nH]1)C(=O)N1CCC[C@H]1C(=O)N[C@@H](Cc1ccccc1)C(=O)O	2.1	46	-1%	-2%	10%	8.9%	-0.8%	0.4%	i	41	3%
CCOC(=O)c1cnc(SCC(=O)OC)nc1N	0.7	51	-1%	8%	8%	0.3%	2.7%	0.1%	i	15	6%
COc1cccc(CNC(=O)c2ccccc2SCC(=O)N2CCCC2)c1	-1.1	61	8%	1%	-2%	1.7%[50 µM]	0.6%	·	i	54	5%
CN(C)c1ccc(S(=O)(=O)N2CCCCC2)cc1NC(=O)CCNC(=O)c1ccc(Cl)cc1	-2.4	59	2%	-2%	·	0.6%[50 µM]	0.8%	·	i	43	·
Cc1cc(C)n2nc(SCC(=O)N3CCOCC3)nc2n1	-2.7	44	-3%	-15%	·	0.2%[50 µM]	-0.6%	·	i	20	·
CCS(=O)(=O)c1ccc2oc(SCC(=O)Nc3ccc(OC)c(OC)c3)nc2c1	-0.6	52	12%	-2%	16%	-0.1%	2.5%	1.8%	i	7	-2%
CCC(C)n1c(SCC(=O)NCc2ccco2)nnc1-c1cccc(S(=O)(=O)N2CCOCC2)c1 (centres undefined)	0.3	47	6%	1%	5%	0.6%	1.1%	0.0%	i	55	-11%
O=C(COc1ccc(S(=O)(=O)N2CCCCC2)cc1)Nc1ccccc1F	2.7	56	8%	-5%	0%	-0.5%[50 µM]	1.9%	0.7%	i	20	-6%
Cc1ccc(-c2noc(CNC(=O)c3ccc4c(c3)OCO4)n2)cc1	-1.4	65	3%	1%	1%	0.3%	6.9%	-0.6%	i	35	-2%
O=C(NCCc1c[nH]c2ccccc12)/C(=C\c1cccs1)NC(=O)c1ccccc1	0.3	90	9%	-5%	20%	0.2%	-0.9%	-0.5%	i	50	-2%
NC(=O)c1nsc(C(=O)N(CC(=O)NC2CCCC2)Cc2ccc3c(c2)OCO3)c1N	1.0	51	8%	-4%	-1%	0.2%	-0.5%	-0.8%	i	34	0%
O=C(COC(=O)c1ccccc1-n1cnnn1)c1ccc(F)c(F)c1	0.7	52	8%	-10%	4%	1.4%[50 µM]	-1.2%	·	i	44	-2%
CCC(C)(C)NC(=O)C(c1cccc(OC)c1OC)N(C(=O)CCC(=O)Nc1cc(C)on1)c1ccc2c(c1)OCCO2 (centres undefined)	-1.5	38	5%	-7%	1%	0.8%	2.7%	-0.8%	i	21	3%
CCOC(=O)C1(Cc2cccc(OC)c2)CCCN(Cc2cnn(C)c2)C1 (centres undefined)	-1.5	84	1%	2%	7%	-0.1%	1.4%	-0.6%	i	57	-12%
Cc1cc2occ(CC(=O)N(C)CC(=O)Nc3ccccc3Br)c2cc1C	3.5	65	3%	-7%	9%	0.8%[50 µM]	0.9%	·	i	44	-11%
Cc1cnn(-c2cc(N/N=C/c3cccc(F)c3)ncn2)c1	0.6	69	11%	-13%	6%	0.9%[50 µM]	6.4%	0.3%	i	53	-2%
O=C(N/N=C/c1ccc(-c2cccc(C(F)(F)F)c2)o1)c1ccccc1Br	7.3	43	6%	-12%	6%	0.2%	2.8%	-0.1%	i	16	-26%
COc1cc(C(=O)Nc2cccc3c2CCCC3)cc(OC)c1OC	-2.2	49	9%	-2%	4%	0.1%	0.2%	1.7%	i	60	3%
Cc1ccc(NC(=O)CN(C)C(=O)CNC(=O)c2sc3ccccc3c2Cl)cc1	2.7	54	-1%	19%	8%	0.4%[50 µM]	2.3%	·	i	25	-5%
CCOc1cc([C@@H]2C[C@H]3CN(c4ccccc4)C(=O)[C@]34CCCN24)ccc1OC	-0.5	60	-3%	-11%	7%	0.1%	-0.4%	2.1%	i	39	-10%
Cc1csc(SCC(=O)Nc2ccccc2)n1	-1.8	44	0%	-3%	6%	0.1%	3.1%	0.1%	i	23	4%
COc1cc(NC(=O)c2ccccc2Cl)c(OC)cc1NC(=O)CN1CCCCC1	3.9	54	-2%	-1%	26%	-2.1%	-2.2%	-0.8%	i	10	-6%
NS(=O)(=O)c1ccc(CNC(=O)c2ccc(NS(=O)(=O)c3cccs3)cc2)cc1	-0.7	53	0%	-14%	·	0.3%[50 µM]	·	·	i	25	·
CCCOc1ccc(/C=N/NC(=O)CSc2ccccn2)cc1OC	2.4	68	8%	-2%	3%	-0.3%	3.6%	0.5%	i	30	-12%
Cc1cc(Cl)ccc1Oc1nccc(N(C)C)c1C#N	0.2	41	9%	-8%	10%	0.1%	4.0%	0.7%	i	27	-1%
COc1ccc(CCNC(=O)CCS(=O)(=O)c2ccc3c(c2)NC(=O)CO3)cc1OC	-0.9	74	10%	2%	11%	0.8%	2.8%	1.1%	i	13	-5%
COc1ccc(OC)c(NC(=O)CNC(=O)Cn2cnc3ccccc3c2=O)c1	0.1	48	4%	-4%	3%	0.1%	0.7%	0.1%	i	28	-6%
c1ccc(-c2nc(-n3ccnc3)nc(-n3ccnc3)n2)cc1	5.3	68	11%	-3%	2%	0.1%	1.0%	1.9%	i	29	-6%
Cc1ccc(-n2c(SCC(=O)Nc3cc(S(=O)(=O)N4CCOCC4)ccc3Cl)nc3ccccc3c2=O)cc1	0.1	56	8%	-7%	2%	4.1%	4.6%	0.1%	i	26	-10%
Cn1c(=O)c2c(ncn2CC(=O)N2CCN(S(=O)(=O)c3ccccc3)CC2)n(C)c1=O	-0.1	57	5%	-9%	23%	0.0%	1.8%	0.3%	i	16	9%
CCOc1ccc(Nc2nc(Cc3nnc(SCC(=O)NCC4CCCO4)n3C)cs2)cc1 (centres undefined)	-0.7	55	5%	-1%	21%	0.9%	2.3%	·	i	11	-15%
CSc1ccc(CN(C)C(C)C(=O)Nc2ccc(F)c(F)c2F)cc1 (centres undefined)	3.1	26	4%	-2%	5%	0.2%	6.5%	-1.0%	i	25	-1%
COc1cccc(-c2nn(C)c3sc(C(=O)N4CCN(c5ccccn5)CC4)cc23)c1	10	44	3%	3%	3%	0.5%	?	0.1%	i	29	-5%
CC(C)(C)C1=C(C#N)C(c2ccncc2)C(C#N)=C(N)O1 (centres undefined)	0.7	69	5%	-3%	3%	2.4%	2.6%	0.1%	i	46	8%
Cc1cc(NC(=O)C(=O)NCCN2CCN(S(C)(=O)=O)CC2)ccc1Br	0.4	53	6%	-5%	6%	-0.1%	1.4%	-1.9%	i	44	-5%
O=C(NC1CCN(Cc2ccccc2)CC1)c1cccc(Br)c1	-1.2	84	-7%	3%	8%	-0.2%	0.2%	-0.6%	i	57	3%
COCCNC(=O)C(=O)Nc1cc2c3c(c1)C(C)C(=O)N3CCC2 (centres undefined)	-0.4	58	5%	-11%	9%	0.7%	0.8%	0.7%	i	12	1%
COCCn1c(-c2ccc(Cl)cc2)cnc1SCC(=O)NCc1cccs1	1.0	56	7%	4%	12%	0.3%	18%	0.1%	i	24	-7%
Cc1cc(-c2nn3c(-c4ccccc4)nnc3s2)c2ccccc2n1	11	56	19%	4%	-1%	0.6%	2.6%	0.8%	i	54	18%
COc1ccc(-n2cc(-c3ccccc3)c3c(=S)nc[nH]c32)cc1	7.4	48	-1%	8%	12%	5.2%	?	0.8%	i	39	-1%
CN(C)c1nnnn1-c1ccc(Oc2ccccc2)cc1	-0.4	106	5%	-5%	10%	0.0%	17%	-0.6%	i	29	-7%
Nc1c(C=C2C=CC(=O)C=C2)c(=O)nc2snc(SCc3ccccc3)n12	2.5	59	10%	-11%	18%	8.1%	-0.1%	1.3%	i	53	-11%
COC(=O)c1ccccc1NC(=S)N(Cc1ccc2c(c1)OCO2)Cc1cc2cc(C)ccc2[nH]c1=O	4.7	55	7%	-7%	4%	8.8%	1.8%	0.3%	i	40	7%
COc1ccc(CN2C(=O)[C@@H]3C(c4ccc(F)cc4)=NO[C@@H]3C2=O)cc1	1.0	41	11%	-7%	22%	0.6%	1.1%	0.1%	i	35	-7%
COc1ccccc1N1CCN(C(=O)c2cc3c(=O)n4ccccc4nc3s2)CC1	-0.4	58	4%	0%	·	0.9%[50 µM]	6.6%	·	i	45	·

Quoted at random: two compounds from above, in no set order.
SMILES	NTR1 ag	NTR1 ag cell count 20 µM	MgcRacGAP inhibition	NS5 inhibitors	Large T inhibition	UTI89 phage lysis	RSV CPE inhibition	West Nile antiviral	T cell HTS	T cell HTS vesicle-bound %	PhoP inhibition
CCOc1ccc(Nc2nc(Cc3nnc(SCC(=O)NCC4CCCO4)n3C)cs2)cc1 (centres undefined)	-0.7	55	5%	-1%	21%	0.9%	2.3%	·	i	11	-15%
COC(=O)c1ccccc1NC(=S)N(Cc1ccc2c(c1)OCO2)Cc1cc2cc(C)ccc2[nH]c1=O	4.7	55	7%	-7%	4%	8.8%	1.8%	0.3%	i	40	7%
